High-throughput results (PubChem BioAssay)
Fam108B inh – mouse Fam108B serine hydrolase inhibitors, primary screen, counter-screen for RBBP9 inhibitor project, biochemical, fluorescence polarization; recombinant Fam108B, FP-Rh probe fluorescence polarization; inhibition, % at 9.51 µM; actives 0.33% (n = 300,000); AID 1947, 2009;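 active = inhibition above the screen mean inhibition plus 3 SD, computed separately per campaign, cut at about 18% in these data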;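 note: inhibitors lower polarization as less probe binds the enzyme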
GLD-1 TGE inh – GLD-1/TGE RNA complex disruptors, primary screen, biochemical, fluorescence polarization | purified GLD-1 + fluorescein TGE RNA | inhibition, % at 5.96 µM | actives 0.44% (n = 320,000);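 active = percent inhibition above a per-plate cutoff, the plate mean of test compounds plus 3 SD, cut at about 30% in these data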;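 note: 0% = DMSO wells with GLD-1 and probe and 100% = wells lacking GLD-1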
Target sequence (Q17339 whole entry, looked up): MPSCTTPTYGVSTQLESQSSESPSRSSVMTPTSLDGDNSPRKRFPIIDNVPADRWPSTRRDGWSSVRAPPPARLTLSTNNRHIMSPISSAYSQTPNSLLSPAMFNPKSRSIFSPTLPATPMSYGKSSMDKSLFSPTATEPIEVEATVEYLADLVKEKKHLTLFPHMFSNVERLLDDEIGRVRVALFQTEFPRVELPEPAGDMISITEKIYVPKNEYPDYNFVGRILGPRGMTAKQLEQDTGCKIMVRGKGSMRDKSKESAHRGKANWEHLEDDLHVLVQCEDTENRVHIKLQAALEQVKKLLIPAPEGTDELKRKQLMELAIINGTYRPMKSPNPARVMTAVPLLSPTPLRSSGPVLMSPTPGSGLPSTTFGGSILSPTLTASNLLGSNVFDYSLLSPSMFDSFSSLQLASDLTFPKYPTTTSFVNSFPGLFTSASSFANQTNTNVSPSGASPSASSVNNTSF
BCLXL inh – inhibitors of human Bcl-xL, primary screen, biochemical, fluorescence polarization, HTS; AID 2129, 2009; GST-Bcl-xL / FITC-Bim BH3 peptide fluorescence polarization; Bcl-2-like protein 1 (Homo sapiens), Q07817; actives 0.7% (n = 320,000); inhibition, % at 10.9 µM;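 active = inhibition above the mean of all tested compounds plus 3 SD, cutoff set per campaign, cut at about 30% in these data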;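 note: 0% = DMSO wells and 100% = unlabeled Bim-BH3 peptide competitor; inhibitors lower millipolarization by displacing the labeled peptide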
Target sequence (Q07817 whole entry, looked up): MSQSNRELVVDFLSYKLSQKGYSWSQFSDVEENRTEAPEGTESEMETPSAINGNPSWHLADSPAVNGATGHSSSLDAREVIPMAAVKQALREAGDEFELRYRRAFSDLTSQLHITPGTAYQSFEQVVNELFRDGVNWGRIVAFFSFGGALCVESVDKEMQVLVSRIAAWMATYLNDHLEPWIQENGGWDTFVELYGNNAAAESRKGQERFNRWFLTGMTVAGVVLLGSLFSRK
MEX-5 binding – MEX-5 zinc finger RNA-binding disruptors – biochemical, C. elegans, fluorescence polarization, MLPCN library, primary screen; Zinc finger protein mex-5 (Caenorhabditis elegans), Q9XUB2; MEX-5/FITC-TCR2 RNA binding; active compounds read low; activity score (negative = inhibition of binding), % at 10 µM; actives 0.38% (n = 300,000);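 active = inhibition past about -25% in most replicates, and total fluorescence under double the plate's negative control median, limit read from the data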;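 note: 0% = DMSO and -100% = 5 µM competing unlabeled TCR2 RNA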
PME-1 inh – PME-1 inhibitors via competitive probe labeling, primary screen, biochemical, fluorescence polarization, FP-Rh probe, HTS; actives 0.53% (n = 320,000); recombinant PME-1; AID 2130, 2009; inhibition, % at 5.9 µM; Protein phosphatase methylesterase 1 (Homo sapiens), Q9Y570;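 active = inhibition above the campaign mean of all compounds plus 3 SD, cut at about 26% in these data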;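 note: competitive labeling of PME-1 active site by serine hydrolase directed probe; 0% = PME-1 with DMSO and 100% = wells lacking PME-1 enzyme; inhibitors block probe labeling so polarization falls and inhibition rises; many of its hits are not listed in these tables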
PAD4 inh – human PAD4 inhibitors, primary screen, biochemical, fluorescence polarization, 1536-well format. inhibition, % at 6.36 µM. actives 0.41% (n = 330,000). recombinant PAD4, RCA probe fluorescence polarization;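 active = percent inhibition above a cutoff equal to the mean of all tested compounds plus 3 SD, cut at about 15% in these data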;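 note: 0% = PAD4 with RCA probe and DMSO and 100% = probe without PAD4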
TPT1 inhibitor – Candida albicans TPT1 enzyme inhibitors, primary screen, biochemical, fluorescence polarization; tRNA 2'-phosphotransferase TPT1 (Candida albicans SC5314); recombinant caTPT1, FP RNA substrate dephosphorylation; actives 0.81% (n = 300,000); inhibition, % at 5 µM;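 active = inhibition above the mean of all tested compounds plus 3 SD, set per screening campaign, cut at about 24% in these data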;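 note: plate controls were DMSO alone for no effect and ferristatin control at 100 nM for full effect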
GSTO1 counter – inhibitors of recombinant GSTO1, primary screen, counter-screen for RBBP9 inhibitor project, biochemical, fluorescence polarization. Glutathione S-transferase omega-1 (Homo sapiens), P78417. activity-based probe fluorescence polarization. inhibition, % at 5.96 µM. actives 1.1% (n = 300,000);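 active = inhibition above the campaign mean inhibition plus 3 SD, cut at about 35% in these data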;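 note: 0% = GSTO1-1 with DMSO and 100% = wells lacking GSTO1-1 enzyme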
Target sequence (P78417 whole entry, looked up): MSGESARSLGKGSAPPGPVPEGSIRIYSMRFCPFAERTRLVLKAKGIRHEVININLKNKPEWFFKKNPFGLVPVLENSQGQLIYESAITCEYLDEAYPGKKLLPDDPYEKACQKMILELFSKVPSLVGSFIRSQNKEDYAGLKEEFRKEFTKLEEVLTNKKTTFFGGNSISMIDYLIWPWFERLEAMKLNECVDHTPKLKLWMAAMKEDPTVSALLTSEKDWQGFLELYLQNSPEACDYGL
MCL1-BIM inh – inhibitors of MCL1 binding to BIM-BH3, primary screen, biochemical, fluorescence polarization. Induced myeloid leukemia cell differentiation protein Mcl-1 (Homo sapiens), Q07820. GST-MCL1 / FITC-Bim-BH3 fluorescence polarization. inhibition, % at 10.9 µM. actives 0.68% (n = 320,000). AID 2057, 2009;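 active = inhibition above the mean inhibition of all tested compounds plus 3 SD, set per campaign, cut at about 40% in these data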;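 note: 0% = DMSO wells and 100% = unlabeled Bim-BH3 peptide control; higher means more loss of mP so more displacement of Bim peptide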
The depositor's hits bear a star; . = no result given. An excerpt, so the mix of outcomes need not match the whole.

Sequence of screens: Fam108B inh | GLD-1 TGE inh | BCLXL inh | MEX-5 binding | PME-1 inh | PAD4 inh | TPT1 inhibitor | GSTO1 counter | MCL1-BIM inh
1) Cc1ccc(/C=C2/Sc3ccccc3N(CC(=O)NCC3CCCO3)C2=O)cc1 (stereo not drawn)
→ -2.9 | -0.7 | 4.8 | 1.0 | 4.5 | -3.4 | -1.5 | 19.0 | 6.3
2) O=C(Nc1ccc2ccccc2c1)c1cnccn1
→ -3.5 | 1.2 | 0.8 | -0.2 | -3.1 | -9.4 | 15.9 | 10.1 | -1.3
3) COc1ccc(CCNC(=O)CCC(=O)n2ncc3cc(C)ccc32)cc1OC
→ 1.9 | -8.4 | 1.7 | -0.1 | 2.5 | 2.0 | -3.3 | 0.0 | 5.0
4) O=C(O)CSc1cc(C(=O)c2cc(F)ccc2O)cn2c(=O)c3c(-c4ccccc4)csc3nc12
→ -22.3 | -1.3 | 12.3 | -2.1 | -35.2 | -17.4 | 10.5 | -37.9 | 8.5
5) COc1ccc2cc3cc(C(=O)NCCCN4CCOCC4)oc3nc2c1
→ -2.4 | -2.8 | -5.5 | 1.7 | -3.8 | -8.6 | -1.6 | -5.0 | -13.9
6) CCOc1cc(N2CCOCC2)c(OCC)cc1NC(=O)C(C)(C)C
→ -2.1 | -3.7 | -4.9 | 1.1 | 9.8 | 1.8 | 3.4 | -9.1 | -4.3
7) O=C(c1ccco1)N(CCCN1CCOCC1)c1nc(-c2ccc(F)cc2)cs1
→ 2.4 | -6.6 | 5.1 | 3.2 | -1.7 | -3.7 | -2.3 | -3.7 | 5.0
8) COc1ccc(/C=N/NC(=O)c2ccc(COCC(F)(F)C(F)F)cc2)cc1
→ 3.6 | 2.4 | 2.5 | 1.7 | 0.8 | -2.4 | 2.4 | -0.4 | 5.0
9) c1cnc2c(OCc3cn4cccnc4n3)cccc2c1
→ -3.2 | 2.9 | 2.3 | . | -4.7 | -0.2 | 1.2 | 3.6 | 4.7
10) CC(C)CN1CCN(Cc2cccc3ncccc23)CC1CCO (stereo not drawn)
→ 1.5 | -1.8 | 3.7 | -20.1 | 2.1 | -1.8 | -1.9 | 3.6 | 1.5
11) CCc1ccccc1NC(=O)Nc1cccn(Cc2ccc(F)cc2)c1=O
→ -1.0 | -0.1 | 1.0 | -0.6 | 2.5 | 2.0 | 1.9 | -3.4 | 4.8
12) COC(=O)C(NC(=O)c1ccccc1)=C1C=C(C)OC(C)=C1
→ -6.1 | 5.8 | 5.3 | 4.2 | -0.7 | -1.1 | -2.0 | 1.9 | 7.0
13) COc1ccc(-c2cc(C(=O)NC(C)C)no2)cc1
→ 1.3 | 8.3 | 2.2 | -0.2 | 3.1 | 3.7 | 1.1 | 5.7 | 4.7
14) COc1ccccc1-n1cnc(N)c1C(=O)c1ccccc1
→ -1.6 | 5.2 | 0.9 | -0.6 | 1.0 | -1.2 | -0.5 | 4.7 | 5.3
15) Fc1ccc(NC(=S)NNc2ncc(C(F)(F)F)cc2Cl)c(F)c1
→ 1.4 | 6.0 | 4.0 | -1.3 | -0.3 | -5.8 | -0.3 | 11.7 | 8.2
16) CCOc1ccc(OCc2ccc(C(=O)Nc3cccnc3)cc2)cc1
→ . | 8.0 | 0.7 | . | -3.2 | -1.5 | . | . | 0.1
17) CCc1ccc(N(C)S(=O)(=O)c2ccc3[nH]cc(C(=O)NCCN4CCOCC4)c(=O)c3c2)cc1
→ -0.1 | 4.9 | -0.4 | -0.4 | 4.5 | 4.0 | 0.0 | -17.9 | -0.3
18) CCOC(=O)c1cc(C#N)c(NCc2ccccc2)nc1C
→ -1.7 | -1.5 | 0.3 | -0.4 | 5.4 | -3.7 | -1.1 | -7.7 | 1.1
19) CCOc1cc(CNCCc2c[nH]c3ccccc23)cc(Cl)c1OCC(N)=O
→ -3.7 | -4.1 | -1.2 | 1.1 | -3.0 | -15.6 | 3.4 | 13.6 | 2.8
20) Cc1cc(NN)nc(NS(=O)(=O)c2ccccc2)n1
→ -7.0 | -6.8 | -3.9 | 15.5 | -4.1 | -10.9 | -7.1 | -13.7 | -3.3
21) CCOc1ccc2c(c1)/C(=N/N1C(=O)c3ccccc3C1=O)C(=O)N2
→ -2.9 | -2.2 | -2.9 | -0.6 | -1.6 | -5.5 | -0.5 | 12.3 | -17.1
22) Cn1cc(Cl)c(C(=O)Nc2nc3ccc(Cl)cc3s2)n1
→ 1.1 | 0.7 | 2.0 | 0.3 | -1.6 | -2.3 | 1.9 | -2.9 | 6.7
23) Cc1nn(CC(=O)Nc2ccc3c(c2)nc(CCN2CCCCC2)n3C)c(=O)c2ccccc12
→ 0.9 | 3.1 | 0.7 | 3.1 | -1.5 | 3.1 | 2.2 | 7.0 | 3.4
24) CC(CCc1ccccc1)NCc1ccncc1 (stereo not drawn)
→ 13.1 | -3.2 | -2.6 | -1.8 | -4.2 | -2.6 | 1.1 | 0.4 | 2.5
25) Cc1ccc(C(C)C)c(OCCSc2nc3ccccc3n2CC(=O)O)c1
→ -0.3 | 3.7 | 6.6 | -0.2 | -6.2 | 2.6 | -0.8 | 0.0 | 7.3
26) COc1ccc2c(=O)c(N3C(=O)c4ccccc4C3=O)c(C)oc2c1
→ -0.2 | -2.2 | 0.0 | -0.3 | -4.5 | -2.5 | -0.6 | -6.0 | 2.6
27) Cc1ccccc1NS(=O)(=O)c1ccc2oc(=O)ccc2c1
→ 3.0 | -2.9 | 3.8 | -0.9 | -6.8 | 3.0 | -0.2 | 5.2 | 4.8
28) Cc1ccc(C)c(CSC2=NN3CCCC(=O)N=C3S2)c1
→ -3.0 | 0.3 | 8.3 | 1.3 | 0.9 | -2.2 | -4.6 | -7.7 | 4.2
29) Cc1ccccc1NC(=O)CN1CCN(C(=O)c2ccco2)CC1
→ -0.2 | 2.8 | 1.7 | 1.0 | -1.1 | -1.8 | -2.2 | -2.3 | 7.1
30) COc1ccc(NC(=O)c2nc(-n3nc(C)cc3C)ccc2Cl)cc1Cl
→ -9.6 | 1.6 | 1.6 | 2.5 | 6.1 | -5.3 | -2.8 | -0.2 | 5.5
31) CCOC(=O)CC1CCCCN1C(=O)c1ccc2oc(CCc3ccccc3)nc2c1 (stereo not drawn)
→ -7.9 | 10.0 | 1.2 | -0.1 | -2.9 | 5.4 | -0.9 | -5.1 | 2.4
32) CCOC(=O)C1CCN(C(=O)c2ccc(CNS(=O)(=O)c3ccc(C)cc3)cc2)CC1
→ 0.3 | 5.5 | 4.5 | 0.7 | 0.3 | -4.2 | -0.3 | 6.0 | -4.4
33) Cc1ccc(N(CC(=O)NC2CCCC2)C(=O)c2c(C)noc2C)cc1C
→ -6.8 | -1.8 | -1.7 | 3.5 | -4.0 | 1.5 | 1.5 | -2.7 | 1.2
34) O=C(N/C=C/c1ccco1)NCc1ccccc1
→ 1.8 | -2.4 | 7.2 | -1.8 | -1.8 | -3.7 | 7.9 | 3.1 | 18.8
35) Cc1nn(C(C)C)c(C)c1CN1CCC(C(=O)Nc2cccc(-c3cccc(F)c3)c2)CC1
→ -5.3 | 1.3 | 2.7 | -0.1 | 1.1 | -5.0 | 0.1 | -0.8 | 2.8
36) COc1c(N2CCN(C(=S)NC3CC4CCC3C4)C(C)C2)c(F)cc2c(=O)c(C(=O)O)cn(C3CC3)c12 (stereo not drawn)
→ 7.2 | 3.5 | 5.6 | 2.2 | 2.7 | 5.8 | -7.0 | 9.2 | -1.5
37) Cc1ccc(NC(=S)N2CCN(S(C)(=O)=O)CC2)cc1Cl
→ 1.1 | 11.5 | 6.9 | -0.3 | 0.4 | -2.0 | -1.5 | 4.7 | 9.6
38) Cn1c(SCC(=O)NC(C)(C)C)nnc1-c1cnccn1
→ 0.1 | -0.6 | -2.2 | -1.3 | -0.6 | -3.6 | 2.3 | -4.2 | 2.3
39) Cc1cc(N2CCN(C)CC2)nc2ccc(NC(=S)NCCN3CCc4ccccc4C3)cc12
→ -3.7 | 4.5 | 4.5 | -3.3 | -1.0 | -1.6 | -1.7 | 4.1 | 11.0
40) CN(C)CC(NC(=O)c1cccc(S(=O)(=O)Nc2ccc3c(c2)OCO3)c1)c1ccccc1 (stereo not drawn)
→ . | 3.1 | 3.5 | . | 3.8 | 3.8 | . | . | 13.4
41) O=C(OCC(=O)c1c[nH]c2ccccc12)c1cccc(O)c1
→ 5.9 | -8.0 | 4.7 | 1.3 | -4.8 | -4.3 | 3.9 | 1.4 | 0.0
42) COCc1c(C#N)c(NCCc2ccccc2)nc(C)c1[N+](=O)[O-]
→ -2.5 | 2.3 | 1.5 | -0.9 | 7.0 | 2.0 | -1.1 | 6.6 | -4.1
43) Oc1ccccc1C=Nc1ccccc1-c1nc2ccccc2[nH]1
→ 4.8 | 3.1 | 3.4 | 2.4 | -0.8 | -0.3 | 6.6 | 0.8 | -4.2
44) CNC(=S)N(CCc1c(C)[nH]c2ccc(OC)cc12)Cc1cccnc1
→ -1.7 | -6.3 | 2.9 | -3.3 | 5.8 | 3.4 | -5.1 | 3.3 | 6.7
45) CC(C)OC(=O)c1ccc(NC(=S)NC(=O)c2cncc(Br)c2)cc1
→ -0.9 | -10.0 | -2.2 | 1.0 | -3.2 | -0.4 | -0.5 | 0.2 | 5.4
46) C=CCOc1ccc(C2N3CC4(CC)CN2CC(CC)(C3)C4=O)cc1 (stereo not drawn)
→ -2.8 | -4.7 | -5.9 | 1.5 | 2.9 | 0.5 | 3.2 | -4.1 | -4.1
47) COc1ccc(CCN(C)c2ccc(S(=O)(=O)N3CCCC3)cn2)cc1OC
→ 2.7 | 0.3 | 0.0 | 0.5 | -9.3 | 0.8 | -1.4 | 5.7 | 5.0
48) CCOC(=O)c1c2n(c3ccc(OC(C)=O)cc13)CCC2
→ 5.8 | 7.6 | 1.8 | -1.1 | -0.7 | 1.8 | -4.8 | 3.4 | -0.7
49) O=Cc1c(-c2ccc(Cl)cc2)oc2ccc(O)cc12
→ 0.9 | 6.5 | 3.3 | -3.0 | -8.7 | -0.8 | -1.9 | 8.1 | 6.6
50) Cc1nn(CC2CC2)c(=O)n1-c1ccc(C(C)C)cc1
→ -1.2 | 2.9 | 6.5 | 0.5 | 0.9 | -0.8 | 1.9 | -4.0 | -0.6
51) Cc1ccc(-c2csc(NC(=O)CSc3nnc4c(n3)[nH]c3ccccc34)n2)cc1
→ -27.6 | 1.9 | -1.8 | . | -32.8 | -3.5 | 4.2 | -10.0 | -6.4
52) CCOc1ccc(-c2cn(CCC#N)cn2)cc1
→ -2.2 | -4.1 | -2.8 | 0.7 | -0.8 | -5.0 | 5.8 | 3.1 | -1.7
